Screening data as filed in PubChem BioAssay.
KB-V1 cytotox = KB-V1 MDR subline cytotoxicity; KB-V1 MDR cells viability, CellTiter-Glo, 72 h; Potency, µM (highest dose often 46.1 µM), for the others: at the highest dose activity change, negative = cytotoxicity, actives largely listed as cytotoxic; 3.4% of 400,000 active; also: potency is read from the fitted curve at half-maximal effect; % is scaled to controls: 0 for no effect and ±100 for the full control effect; nearly all actives have a fitted effect of over 60% in size
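KB-V1 MDR subline cells in DMEM (phenol-red free, 10% FBS) exposed to compounds in qHTS concentration series for 72 h at 37 degrees C. Viability read by CellTiter-Glo luminescence; concentration-effect curves fitted after normalization and correction.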
GLP-1R agonist = GLP-1 receptor (human) agonism; P43220; HEK293 GLP-1R CRE-luciferase, luminescence, 4-6 h; cells express a hypersensitive GLP-1R form; Potency, µM (series often up to 45.6 µM), inactives show top-dose activation, usual class: activators; 0.007% of 380,000 active; AID 624172; also: potency is read from the fitted curve at half-maximal effect; % of control where 0% means no effect
Target sequence (P43220 whole entry, looked up): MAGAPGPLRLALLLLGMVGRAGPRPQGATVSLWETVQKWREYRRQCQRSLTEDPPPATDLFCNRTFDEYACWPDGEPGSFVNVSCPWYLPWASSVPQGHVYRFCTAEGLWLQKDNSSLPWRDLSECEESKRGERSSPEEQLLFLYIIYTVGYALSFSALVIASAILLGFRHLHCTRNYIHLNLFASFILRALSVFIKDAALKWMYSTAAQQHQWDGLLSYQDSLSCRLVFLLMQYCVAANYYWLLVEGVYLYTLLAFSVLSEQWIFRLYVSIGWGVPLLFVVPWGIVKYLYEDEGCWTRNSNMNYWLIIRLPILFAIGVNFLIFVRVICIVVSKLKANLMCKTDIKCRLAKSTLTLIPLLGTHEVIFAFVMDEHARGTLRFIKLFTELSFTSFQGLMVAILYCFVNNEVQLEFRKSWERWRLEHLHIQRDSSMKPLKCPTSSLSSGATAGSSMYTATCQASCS
D3 ag = agonists of human D3 dopamine receptor | P35462 | D3R DiscoveRx beta-arrestin cells, luminescence, 90 min | max activation, % | 0.58% of 410,000 active | AID 652048; in the data active = max activation above about 30%; also: 0% is about no effect; mostly tested at two doses, the higher about 12 µM
Target sequence (P35462 whole entry, looked up): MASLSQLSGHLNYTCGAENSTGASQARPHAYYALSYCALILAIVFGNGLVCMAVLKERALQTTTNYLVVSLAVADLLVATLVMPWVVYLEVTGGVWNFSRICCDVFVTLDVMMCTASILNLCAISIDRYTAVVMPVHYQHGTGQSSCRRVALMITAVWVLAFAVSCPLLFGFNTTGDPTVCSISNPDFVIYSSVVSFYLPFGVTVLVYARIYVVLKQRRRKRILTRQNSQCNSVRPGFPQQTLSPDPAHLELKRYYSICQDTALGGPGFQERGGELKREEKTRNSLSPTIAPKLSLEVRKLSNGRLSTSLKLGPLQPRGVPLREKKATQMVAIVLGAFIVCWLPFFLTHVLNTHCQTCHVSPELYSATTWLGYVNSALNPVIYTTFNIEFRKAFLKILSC
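Agonist mode: compounds and dopamine controls were applied to plated cells for 90 min at 37 degrees C after an overnight attachment at 1500 cells/well. Luminescent read-out followed 30 - 60 minutes at room temperature with DiscoveRx detection reagent.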
HEK293 tox = cytotoxic in the GLP-1 receptor inverse agonist counter-screen. HEK293 cAMP-luciferase reporter cells, luminescence, 24 h. Potency, µM (titrated, usually from 38.3 µM), for the others: at the top dose activity change, negative = inhibition, hits mostly inhibitors. 0.13% of 410,000 active;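 also: loss of luciferase light is scored as toxicity; potency is read from the fitted curve at half-maximal effect; % is scaled to controls: 0 for no effect and ±100 for the full control effect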
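Cells in DMEM/10% Nu serum/1% pen-strep, 1536-well format. Pre-incubated 12 h, dosed with 23 nL compound, incubated a further 24 h. Luciferase detection, 12 min at room temp, luminescence.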
GLP1R inv ag = inverse agonists of human GLP-1 receptor; P43220; HEK293 GLP-1R CRE-luciferase, luminescence, 24 h; GLP-1R form is constitutively active; Potency, µM (series often up to 38.3 µM), without a hit: top-dose activity change, negative = inhibition, usual class: inhibitors; 1.6% of 410,000 active; AID 624417; also: potency is read from the fitted curve at half-maximal effect; % is scaled to controls: 0 for no effect and ±100 for the full control effect; nearly all actives have a fitted effect of over 55% in size
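Inverse agonists were sought by their lowering of basal cAMP reporter luciferase output in HEK293 cells stably carrying constitutively active human GLP-1R, after 24 h compound treatment.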
D3 antag = blocks the human D3 dopamine receptor; 2.5% of 360,000 active; D3R cells, DiscoveRx beta-arrestin luminescence, antagonist mode; hits give low values; AID 652054; max response, negative = inhibition, %; P35462; in the data active = max response below about -50%; inconclusive = no clear call, values can overlap the other calls; also: % is scaled to controls: 0 for no effect and ±100 for the full control effect; mostly tested at two doses, the higher about 12 µM
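Cells expressing the human receptor were seeded at 1500 cells/well, incubated overnight at 37 degrees C in 5% CO2, then exposed to library compounds with dopamine controls for 90 minutes at 37 degrees C before luminescent detection.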
aSyn yeast inh = inhibitors of alpha-synuclein toxicity in yeast; Yeast expressing alpha-synuclein, growth rescue, BacTiter-Glo, 24 h; Potency, µM (highest dose often 46.1 µM), for the others: at the highest dose growth rescue (activation), usual class: activators; 0.14% of 370,000 active; AID 652106; also: potency is read from the fitted curve at half-maximal effect; % of control where 0% means no effect; nearly all actives have a fitted effect of over 65% in size
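Galactose-induced alpha-syn yeast (OD600=0.02, raffinose-pregrown) + pinned cpd, 24 hr, 30 deg C; growth by BacTiter-Glo luminescence. Growth restoration scores as activation.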
TDP-43 yeast inh = rescues yeast growth from TDP-43 toxicity | TDP-43 expressing yeast growth rescue, BacTiter-Glo, 24 h | Potency, µM (highest dose often 46.1 µM), for inactives: at the highest dose growth rescue (activation), most hits filed as activators | AID 652104 | 1.8% of 410,000 active; also: potency is read from the fitted curve at half-maximal effect; % of control where 0% means no effect; nearly all actives have a fitted effect of over 50% in size
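Readout is BacTiter-Glo luminescence of cell growth, so inhibitors register as activators. TDP-43-expressing yeast at OD600=0.02 in galactose medium, after raffinose pregrowth to mid-log, were incubated with compound for 24 hr at 30 deg C.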
PTHR1 agonist = PTHR1 (human) receptor agonism; HEK293 GP2 PTHR1 cells, GloSensor cAMP luminescence, 1 h; Potency, µM (series often up to 115 µM), for inactives: at the highest dose activation, hits mostly activators; 0.075% of 410,000 active; also: potency is read from the fitted curve at half-maximal effect; nearly all actives have a fitted effect of over 55% in size; some results filed as inactive show a strong effect at the top dose; inactives centre near -15; many of its hits are not listed in these tables
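HEK-293-derived GP2 cells expressing PTHR1 and a GloSensor cAMP reporter, 3,000/well, plated overnight, given luciferin plus IBMX (each 0.5 mM as added) for 1 h at 37 °C, then compound for 1 h at 37 °C. Luminescence was read after 15 min at room temperature.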
Numbers without * were called inactive; i = inactive; ? = inconclusive; nt = no result given; [ ] = remark or other dose. Unless noted, calls follow the shape of the dose curve; as a rule, active = well fitted curve in the direction sought with a large enough effect; inconclusive = small, poorly fitted or top-dose-only effect, or another doubt; inactive = no such curve, though single readings can be large; an effect the other way counts as inactive or inconclusive. An excerpt, so the mix of outcomes need not match the whole.

The line under a structure holds: HEK293 tox	aSyn yeast inh	D3 ag	TDP-43 yeast inh	KB-V1 cytotox	D3 antag	PTHR1 agonist	GLP-1R agonist	GLP1R inv ag
> CNC(C)C#Cc1ccc2c(=O)c3cc(C)c(C)cc3oc2c1 (stereo not drawn)
 : 1%	4%	-36	14%	1%	0	-74%[inhibitor]	1%	35%[activator]
> CCCC(=O)Nc1ccc(NC(=O)c2cccc(OC)c2)nc1
 : -25%	-18%	1	-8%	-14%	8	-9%[57.5 µM]	-8%	6%
> O=C(Nc1nnc(CCc2ccccc2)s1)C1CCCO1 (stereo not drawn)
 : 6%	-10%	3	-2%	21%	6	i	8%	15%
> CSc1ccccc1NC(=O)CCS(=O)(=O)c1nc(-c2ccc3c(c2)OCO3)cc(C(F)(F)F)n1
 : -12%	-4%	2	11µM*	nt	nt	-40%[inhibitor]	nt	-3%
> O=C(CSc1nnc(CNc2ccccc2)o1)N1CCCc2ccccc21
 : -10%	3%	4	0%	13µM*	12	-5%	0%	-15%
> O=C(Nc1cccc(Cl)c1N1CCOCC1)c1ccco1
 : -3%	-1%	-3	23%	-26%	8	i	23%	?
> CCn1c2ccccc2c2n[nH]c(=S)nc21
 : -3%	-2%	-4	29%	6.5µM*	-3	i	13%	23%
> Oc1ccc(Br)cc1C1Nc2ccccc2S1 (stereo not drawn)
 : -2%	-4%	-14	0%	16%	-1	-15%	1%	45%[activator]
> COC(=O)Cc1c[nH]c2ccc(OCC(O)CNC(C)C)cc12 (stereo not drawn)
 : -8%	-1%	-13	-15%	7%	-15	8%	-20%	2%
> Cc1ccc(CCNC(=O)CCS(=O)(=O)c2ccc3nc(C)sc3c2)cc1
 : -3%	0%	4	1%	-16%	15	-24%	-6%	10%
> Cc1ccnc(SCCn2c(N3CCCCC3)nc3c2c(=O)n(C)c(=O)n3C)n1
 : -3%	2%	4	24%	18µM*	9	i	0%	13%
> OCCn1ccc(-c2ccccc2OCc2ccc(F)cc2)n1
 : -1%	5%	4	-4%	-11%	3	-22%	11%	?
> Cc1ccc(-c2ccc(S(=O)(=O)NCc3ccco3)cc2)cc1
 : -9%	0%	2	2%[9.22 µM]	28%	16	-11%	11%	-3%
> CN(C(=O)c1ccc(NC(=O)Cc2ccc(NC(=O)C3CCN(C(=O)C4CCCC4)CC3)cc2)cc1)C1CC1
 : 3%	0%	-13	0%	-5%	-3	-35%[inhibitor]	2%	24%
> CSc1ccc(CN(C)C(=O)c2ccc(S(=O)(=O)Nc3ccccc3)cc2)cc1
 : -8%	-1%	-10	-10%	?	-9	-84%[inhibitor]	1%	?
> O=C(c1ccc(Cn2c(=O)[nH]c3ccccc3c2=O)cc1)N1CCN(c2ccc(F)cc2)CC1
 : -20%	3%	5	4%	-25%	14	-3%[57.5 µM]	4%	?
> Cc1ccc(CNC(=O)c2cc(-c3ccc(C)cc3)nc3n[nH]c(-c4cccc([N+](=O)[O-])c4)c23)cc1
 : 10%	nt	-6	19%	-14%	nt	i	nt	3%
> Cc1ccc(NC(=O)CN2C(=O)CCc3cc(S(=O)(=O)N4CCOCC4)ccc32)cc1F
 : 0%	nt	-4	27%	6%	nt	-22%	nt	-9%
> O=C(COC(=O)c1ccccc1Nc1ccccc1)NCc1ccco1
 : -2%	0%	2	8%	-2%	7	-4%[57.5 µM]	5%	-30%
> Cn1nc(C(=O)O)c(=O)n(C)c1=O
 : 1%	2%	18	-6%	0%	2	i	4%	-5%
> COc1cccc(NC(=O)CCNS(=O)(=O)c2cccc3nonc23)c1
 : -9%	2%	3	-5%	0%	-14	i	19%	-2%
> Cc1ccccc1N1CCN(Cc2c(C#N)c3ccccc3n2C)CC1
 : 6%	4%	-18	3%	1%	-57*	i	-1%	0%
> O=S(=O)(Nc1ccc(N2CCOCC2)cc1)c1ccccc1
 : 4%	-2%	-3	0%	5%	-18	i	-7%	-11%
> O=C1CC(CC(=O)N/N=C/c2ccccc2[N+](=O)[O-])=NN1
 : -4%	-1%	0	8%	9%	8	i	0%	0%
> Nc1[nH]c(C(=O)c2ccccc2)c(-c2ccc(Br)cc2)c1C(=O)NCCc1c[nH]c2ccccc12
 : -10%	6%	4	24%	?	23	-13%	-2%	?
> COc1ccc([C@H]2CC(=O)C=C(/C=C/Cc3ccccc3)C2)cc1
 : 8%	6%	-34	?	-22%	-28	-82%[inhibitor]	-3%	?
> Cc1ccc(Cl)cc1N1CCN(C(=O)C2CCN(S(=O)(=O)c3c(C)noc3/C=C/c3ccccc3F)CC2)CC1
 : 0%	nt	2	21%	nt	nt	-11%	nt	-32%
> Cc1cc(C)cc(NC(=O)C(NCC2CCCO2)c2ccccc2)c1 (stereo not drawn)
 : -14%	4%	3	0%	1%	-25	i	8%	?
> O=C(c1cc(-c2ccccc2)nc2ccccc12)N1CCN(C2CCS(=O)(=O)C2)CC1 (stereo not drawn)
 : 5%	-3%	1	15%	-9%	10	-49%[inhibitor]	-3%	2%
> O=C(NN=Cc1ccccc1O)C(O)c1ccccc1 (stereo not drawn)
 : 7%	0%	11	-5%	?	9	i	8%	-26%

Some of the entries so far, with bars between the fields:
smiles | HEK293 tox | aSyn yeast inh | D3 ag | TDP-43 yeast inh | KB-V1 cytotox | D3 antag | PTHR1 agonist | GLP-1R agonist | GLP1R inv ag
O=S(=O)(Nc1ccc(N2CCOCC2)cc1)c1ccccc1 | 4% | -2% | -3 | 0% | 5% | -18 | i | -7% | -11%
O=C1CC(CC(=O)N/N=C/c2ccccc2[N+](=O)[O-])=NN1 | -4% | -1% | 0 | 8% | 9% | 8 | i | 0% | 0%
Nc1[nH]c(C(=O)c2ccccc2)c(-c2ccc(Br)cc2)c1C(=O)NCCc1c[nH]c2ccccc12 | -10% | 6% | 4 | 24% | ? | 23 | -13% | -2% | ?
COc1ccc([C@H]2CC(=O)C=C(/C=C/Cc3ccccc3)C2)cc1 | 8% | 6% | -34 | ? | -22% | -28 | -82%[inhibitor] | -3% | ?
Cc1ccc(Cl)cc1N1CCN(C(=O)C2CCN(S(=O)(=O)c3c(C)noc3/C=C/c3ccccc3F)CC2)CC1 | 0% | nt | 2 | 21% | nt | nt | -11% | nt | -32%
Cc1cc(C)cc(NC(=O)C(NCC2CCCO2)c2ccccc2)c1 (stereo not drawn) | -14% | 4% | 3 | 0% | 1% | -25 | i | 8% | ?
O=C(c1cc(-c2ccccc2)nc2ccccc12)N1CCN(C2CCS(=O)(=O)C2)CC1 (stereo not drawn) | 5% | -3% | 1 | 15% | -9% | 10 | -49%[inhibitor] | -3% | 2%
O=C(NN=Cc1ccccc1O)C(O)c1ccccc1 (stereo not drawn) | 7% | 0% | 11 | -5% | ? | 9 | i | 8% | -26%

(listing goes on)
The line under a structure holds: HEK293 tox	aSyn yeast inh	D3 ag	TDP-43 yeast inh	KB-V1 cytotox	D3 antag	PTHR1 agonist	GLP-1R agonist	GLP1R inv ag
> CCn1c(N2CCN(C(=S)NCC(C)C)CC2)nc2ccccc21
 : ?	9%	-7	-8%	10µM*	-14	-3%[57.5 µM]	0%	-11%
> OCCNc1nc(Nc2cccc(O)c2)nc2ccccc12
 : -17%	-2%	-11	-28%	-15%	-3	i	0%	?
> COC(C[C@@H](O)[C@@H](C)[C@@H](O)COCc1ccccc1)OC
 : -7%	4%	27	-8%	-26%	26	-8%	0%	0%
> Cn1c(NC(=O)c2ccc(F)cc2)c(-c2ccccn2)c(=O)c2ccccc21
 : 2%	0%	-4	13%	1%	-4	-17%	3%	14%
> c1ccc2c(c1)nnn2-c1ncnc2sc3c(c12)CCCC3
 : -6%	0%	-8	-17%	16µM*	-10	-24%	9%	5%
> Cc1cccc(CSc2nc(=O)c3c(n2C)NC(=O)CC3c2cc(F)cc(F)c2)c1 (stereo not drawn)
 : 1%	nt	3	1%[9.22 µM]	?	nt	i	nt	-25%
> CN(C)CCN(C(=O)c1ccc2c(c1)OCCO2)c1nc2ccc(Cl)cc2s1
 : 4%	5%	-31	-18%	-1%	-19	i	0%	?
> CC(C)(C)Nc1nc(OCC(F)(F)F)nc(OCC(F)(F)F)n1
 : -2%	-16%	2	-6%	4%	0	i	-4%	-28%
> CCC(C)NC(=O)C(Sc1ccccc1)c1ccccc1 (stereo not drawn)
 : -3%	5%	-2	-16%	-27%	-2	i	0%	-29%
> COc1ccc(OC)c2sc(N3CCN(C(=O)c4ccc5ncsc5c4)CC3)nc12
 : -5%	-3%	8	-5%	0%	-2	-6%	20%	15%
> CCOC(=O)c1cc(C#N)c(N2CCN(c3ccc(OC)cc3)CC2)[nH]c1=O
 : 9%	4%	0	10%	-29%	3	-13%	-5%	17%
> COc1ccc(C(CNC(=O)c2ccco2)N2CCOCC2)cc1 (stereo not drawn)
 : 2%	-4%	-5	26%	0%	0	i	10%	1%
> CC(C)(C)NC(=O)c1c(F)c(F)c(F)c(F)c1F
 : -18%	-2%	0	-26%	5%	13	-15%	-1%	1%
> C=CCNc1nc(NCCO)nc(N2CCCC2)n1
 : 7%	1%	1	30%	11%	27	i	1%	-4%
